High-throughput results deposited in PubChem by several laboratories.
CRFBP-R2 agonist = agonists of CRF-BP/CRF-R2 complex, primary screen, cell-based, HEK293, calcium dye fluorescence, uHTS; AID 588473, 2011; activation, % at 13.2 µM; 350,000 tested, 0.46% active; calcium dye fluorescence (FLIPR); percent of saturating CRF peptide response;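 active means activation of at least 50%, plus an integration ratio under a set limit after plate pattern correction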;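 further: plate controls were neutral control wells without compound for no effect and CRF at EC100 for full effect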
CHRM4 antagonist = human M4 muscarinic receptor antagonists, primary screen, CHO cells, Fluo-8 calcium fluorescence; Muscarinic acetylcholine receptor M4 (Homo sapiens), P08173; CHO-hM4 cells, ACh EC80; inhibition, % at 3 µM; 360,000 tested, 0.73% active; AID 624125, 2012;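 active means inhibition above its plate's cutoff, the mean inhibition of sample wells plus 3 SD, cut at about 27% in these data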;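 further: 0% = acetylcholine EC80 with DMSO and 100% = DMSO without agonist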
Target sequence (P08173 whole entry, looked up): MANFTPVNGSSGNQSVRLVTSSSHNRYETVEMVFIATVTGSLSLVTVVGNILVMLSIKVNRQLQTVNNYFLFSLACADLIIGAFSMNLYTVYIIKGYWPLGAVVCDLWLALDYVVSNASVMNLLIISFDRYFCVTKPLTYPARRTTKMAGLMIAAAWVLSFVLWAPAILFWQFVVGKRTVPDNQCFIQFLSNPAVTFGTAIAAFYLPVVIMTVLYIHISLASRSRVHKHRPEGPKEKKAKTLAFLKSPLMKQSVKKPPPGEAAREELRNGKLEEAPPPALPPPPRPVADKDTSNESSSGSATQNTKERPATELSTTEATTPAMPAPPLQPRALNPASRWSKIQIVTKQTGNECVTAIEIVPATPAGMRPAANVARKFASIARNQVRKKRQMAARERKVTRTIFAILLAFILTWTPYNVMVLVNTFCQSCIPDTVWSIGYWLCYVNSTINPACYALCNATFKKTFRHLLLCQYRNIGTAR
M4 PAM = human M4 muscarinic receptor positive allosteric modulators, primary screen, CHO-K1 cells, Fluo-8 calcium fluorescence; CHO-K1 hM4/Gqi5, ACh EC20; 0% = ACh EC20, 100% = maximal ACh; activation, % at 3 µM; 360,000 tested, 0.4% active; AID 624126, 2012;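 active means activation above its plate's cutoff, the mean activation of sample wells plus 3 SD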; further: some results filed as inactive read as strong as hits
CHRM5 antagonist = human M5 muscarinic receptor antagonists, primary screen, CHO cells, Fluo-8 calcium fluorescence. 360,000 tested, 0.59% active. inhibition, % at 3 µM. Muscarinic acetylcholine receptor M5 (Homo sapiens), P08912. CHO-hM5 cells, ACh EC80;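 active means inhibition above a per-plate cutoff, the mean of that plate's test compounds plus 3 SD, cut at about 27% in these data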;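 further: 0% = acetylcholine EC80 with DMSO and 100% = DMSO without agonist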
M5 PAM = human M5 muscarinic receptor positive allosteric modulators, primary screen, CHO-K1 cells, Fluo-8 calcium fluorescence; CHO-K1 hM5, ACh EC20 PAM; 0% = ACh EC20, 100% = ACh EC100; activation, % at 3 µM; Muscarinic acetylcholine receptor M5 (Homo sapiens), P08912; 360,000 tested, 0.3% active;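 active means activation above the run cutoff, the mean activation of all test compounds plus 3 SD, cut at about 18% in these data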
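System: CHO-K1 hM5 cells. Reagent: acetylcholine, EC20 level. Compound dosing: single dose, 3 µM nominal final test concentration. Timing: Post-acetylcholine fluorescence recording 140 s. Detection: Fluo-8 calcium fluorescence. Read-out: % activation, ACh-normalized. Benchmarks: ACh EC20 and EC100 wells. Repeats: singlicate, one well per test compound.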
M4 ag = human M4 muscarinic receptor agonists, primary screen, CHO-K1 cells, Fluo-8 calcium fluorescence | CHO-K1 hM4/Gqi5; vehicle 0%, full acetylcholine response 100% | activation, % at 3 µM | 360,000 tested, 0.14% active | Muscarinic acetylcholine receptor M4 (Homo sapiens), P08173;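 active means activation above the run mean over all test wells plus 3 SD, cut at about 32% in these data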;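 further: peak over basal fluorescence ratio per well then scaled between controls; 0% = DMSO wells and 100% = acetylcholine at EC100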
M5 ag = human M5 muscarinic receptor agonists, primary screen, CHO-K1 cells, Fluo-8 calcium fluorescence. activation, % at 3 µM. Muscarinic acetylcholine receptor M5 (Homo sapiens), P08912. 360,000 tested, 0.19% active. CHO-K1 hM5 cells; 0% DMSO wells, 100% maximal acetylcholine response;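 active means activation above the run's mean over test compounds plus 3 SD, cut at about 23% in these data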;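 further: signal is peak over basal fluorescence ratio across the kinetic read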
CHRM1 PAM = human M1 muscarinic receptor positive allosteric modulators, primary screen, CHO-K1 cells, Fluo-8 calcium fluorescence, 1536-well. Muscarinic acetylcholine receptor M1 (Homo sapiens), P11229. CHO-K1 hM1, ACh EC20; 0% = ACh EC20, 100% = maximal ACh. activation, % at 3 µM. 360,000 tested, 0.088% active. AID 588819, 2011; in the data active means activation above about 19%, passing the limit was not always enough
Target sequence (P11229 whole entry, looked up): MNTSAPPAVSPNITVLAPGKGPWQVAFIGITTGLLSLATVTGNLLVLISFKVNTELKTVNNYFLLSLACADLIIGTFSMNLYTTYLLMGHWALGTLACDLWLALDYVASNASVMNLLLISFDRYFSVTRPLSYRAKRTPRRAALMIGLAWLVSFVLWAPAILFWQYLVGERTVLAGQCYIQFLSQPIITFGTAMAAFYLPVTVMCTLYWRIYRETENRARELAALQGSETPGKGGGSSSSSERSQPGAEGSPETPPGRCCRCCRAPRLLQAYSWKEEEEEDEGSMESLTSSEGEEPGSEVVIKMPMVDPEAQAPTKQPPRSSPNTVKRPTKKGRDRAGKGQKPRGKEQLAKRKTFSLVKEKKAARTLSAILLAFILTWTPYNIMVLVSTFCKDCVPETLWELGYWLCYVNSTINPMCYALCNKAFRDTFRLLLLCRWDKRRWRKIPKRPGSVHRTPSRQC
M1 antag = human M1 muscarinic receptor antagonists, primary screen, CHO-K1 cells, Fluo-8 calcium fluorescence, 1536-well | inhibition, % at 3 µM | AID 588852, 2011 | CHO-K1 hM1, ACh EC80 antagonist | 360,000 tested, 1.3% active;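 active means percent inhibition above its own plate's cutoff, namely the mean of that plate's compound wells plus 3 SD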;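 further: peak over basal fluorescence ratio during 140 s after agonist addition; 0% = ACh EC80 plus DMSO and 100% = DMSO alone without agonist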
* = called active by the depositor; . = no result given.

item	canonical_smiles	CRFBP-R2 agonist	CHRM4 antagonist	M4 PAM	CHRM5 antagonist	M5 PAM	M4 ag	M5 ag	CHRM1 PAM	M1 antag
1	CCn1cc(C(=O)NNC(=O)c2ccc(Cl)cc2)c(=O)c2ccc(C)nc21	.	-2	3	4	8	2	0	8	-8
2	O=C(c1cccc(OC2CCN(Cc3ccc(F)cc3Cl)CC2)c1)N1CCCC1	-1.4	1	-11	24	-10	7	-5	-9	3
3	CCN1C(=O)C2C(C1=O)N1C(c3cccs3)C3C(=O)N(CC)C(=O)C3N1C2c1cccs1 (stereo not drawn)	0.2	-1	2	0	-4	1	0	10	-10
4	COc1ccc(-c2noc(-c3ccccc3C(=O)Nc3cccnc3)n2)cc1OC	0.3	3	-7	10	-10	5	2	-1	0
5	Cc1[nH]c2ccccc2c1C(=O)C(=O)NCCCc1ccccc1	1.7	1	-2	7	-3	7	-1	2	0
6	CCCCC1CC1C(=O)Nc1ncc2c(n1)CC(C)(C)CC2=O (stereo not drawn)	-0.7	-1	0	3	4	0	-4	-1	-3
7	C[C@@H]1CN([C@@H](C)CO)C(=O)c2cc(Br)cnc2O[C@H]1CN(C)C(=O)c1cccc(F)c1	-1.0	-9	-1	-12	5	0	1	5	-2
8	Cc1ccc(C2(C)NC(=O)N(CC(=O)Nc3ccccc3N3CCCC3)C2=O)cc1 (stereo not drawn)	14	-7	2	9	-8	8	18	7	-6
9	CCC(C)C(NS(=O)(=O)c1ccc(C)cc1)C(=O)Oc1ccc2c3c(c(=O)oc2c1)CCC3 (stereo not drawn)	0.9	-9	-10	9	-23	10	-4	-8	-19
10	Cc1cc(C)cc(SCc2noc(C(=O)NC(C)C)c2C(=O)O)c1	-1.6	7	7	3	4	0	4	-4	13
11	CCc1nn2cc(-c3ccccc3)nc2s1	-1.7	2	-3	3	-8	0	-3	0	-1
12	COc1ccc(C(=O)N2CCc3cc(OC)c(OC)cc3C2)cc1OC	0.9	2	2	3	2	1	2	6	-12
13	CSc1nc(-c2ccco2)nn1C(=O)CCc1ccccc1	3.4	8	-5	1	1	1	2	-1	-1
14	c1ccc(CCNc2ncnc3scc(C4COc5ccccc5O4)c23)cc1 (stereo not drawn)	0.1	38*	-19	15	-10	-1	-4	-6	23
15	COc1cc(C2CC(=O)N3CN(Cc4ccco4)CSC3=C2C#N)ccc1OCc1ccccc1 (stereo not drawn)	-0.8	7	3	-1	-6	2	3	-4	6
16	S=C(NC1CCCCC1)N1CCOCCOCCN(C(=S)NC2CCCCC2)CCOCC1	-0.3	-4	2	-5	-3	0	-2	7	-10
17	COc1cccc(C(=O)Nc2ccncc2)c1OC	-0.3	-13	2	7	-10	6	0	16	-27
18	CC(=O)Nc1ccc(S(=O)(=O)NCCC(=O)NCc2ccncc2)cc1	0.7	3	0	1	1	1	0	4	-6
19	CCSc1nnc(NC(=O)c2cc3c(s2)CCCC3)s1	0.9	-13	10	-6	2	0	1	0	-2
20	O=C(COC(=O)Cc1ccc(S(=O)(=O)N2CCOCC2)s1)Nc1ccccc1Cl	-2.4	0	-3	10	6	7	1	-8	14
21	O=C(Cn1cc(C(F)(F)F)ccc1=O)N1CCCc2ccccc21	-0.3	-11	8	6	2	1	2	7	-9
22	COc1ccc2sc3ccccc3c(=O)c2c1	5.7	1	11	9	1	-1	-2	9	-35
23	Cc1cccc(Nc2nnc(SCC(=O)Nc3ccc(C(=O)O)cc3)s2)c1	1.3	2	2	2	3	1	0	9	-5
24	COc1ccc(NC(=O)C2=Cc3ccccc3OC2)cc1	-9.8	-1	-10	-2	-14	15	-3	-7	6
25	O=C(NNC1=NS(=O)(=O)c2ccccc21)c1ccccc1	2.6	-12	16	4	7	0	1	8	-5
26	CC(C)c1cc(C(=O)N/N=C/C(Br)=C/c2ccccc2)n[nH]1	0.1	-7	1	6	-5	6	-4	14	-6
27	COc1ccc(-c2nc(N)n[nH]2)cc1	-0.8	-4	4	-5	3	0	4	9	-10
28	O=C(Nc1ccc(F)cc1)Nc1ccc(Cl)cn1	0.3	1	-6	7	-5	3	1	5	-2
29	C#Cc1ccc(NC(=O)C2(C)CCN2C(=O)Cc2ccc(C(C)(C)C)cc2)cc1 (stereo not drawn)	.	17	-7	8	-6	4	0	-10	11
30	Cc1nnc(NC(=O)CCCN2C(=O)c3ccccc3C2=O)s1	-1.7	-1	0	-2	3	1	1	9	-9
31	Cc1cc(C)n(-c2cc(N3CCN(S(=O)(=O)c4ccc(C)c(C)c4)CC3)ccc2[N+](=O)[O-])n1	-1.7	3	-3	1	1	0	0	5	-12
32	Cc1cccc(NC(=O)c2c(F)c(F)c(F)c(F)c2F)c1	3.5	1	-2	4	-8	3	-6	2	-15
33	COC(=O)C1CC(O)CN1S(=O)(=O)c1cccs1 (stereo not drawn)	-0.1	3	3	5	-2	1	0	4	-5
34	O=C(NC1CCCCC1)C(=O)c1c[nH]c2ccccc12	2.8	4	1	-3	4	1	-3	0	0
35	CCc1ccc(N=C2N=C(N)c3ccccc32)cc1	8.3	3	17	6	-1	0	-4	0	0
36	O=C(NCc1ccccn1)c1ccc(Cl)c(S(=O)(=O)N2CCCCCC2)c1	-0.4	-4	6	-27	11	9	6	-1	9
37	O=C(N[C@H]1CC[C@H](CC(=O)N2CCCCC2)O[C@@H]1CO)c1cccc(F)c1	.	-6	6	0	-1	2	3	.	.
38	Cc1cc(-c2nnc3sc(C4CCCCC4)nn23)n[nH]1	-1.3	7	-1	-1	-1	0	2	10	-12
39	O=C(Nc1cc(S(=O)(=O)N2CCOCC2)ccc1O)c1ccc(S(=O)(=O)N2CCCCC2)cc1	0.9	4	1	8	4	-1	3	4	-3
40	CC(C)c1ccc(S(=O)(=O)c2nnn3c2nc(NCC2CCCO2)c2ccccc23)cc1 (stereo not drawn)	1.6	-2	-5	5	3	0	-3	8	-9
41	CCOC(=O)c1c(C)[nH]c(C(=O)OCC(=O)NC2(C#N)CCCCC2)c1C	-1.4	-2	8	9	-9	3	0	7	4
42	Cc1ccc(N2CC(C(=O)N3CCOCC3)CC2=O)cc1C (stereo not drawn)	0.4	0	7	4	-1	0	-2	4	-4
43	O=C(Nc1ccc(OCc2ccccc2Cl)cc1)c1cccnc1	0.1	0	-10	3	-11	10	-1	1	3
44	COc1ccc(/C=C/C(=O)Nc2cc(C)on2)cc1	-3.6	4	-3	0	2	1	0	1	-4
45	CCn1nc2cc(C(=O)NCc3cc(C(F)(F)F)cc(C(F)(F)F)c3)ccc2c1OC	-0.3	10	1	16	-6	2	-5	-2	-5
46	C/C(=N/Nc1nc(C)c(C)s1)c1cccc([N+](=O)[O-])c1	1.6	3	-5	6	-8	1	-3	4	-7
47	CCCCc1nc2ccccc2c(NC(=O)CN(CC)CC)c1CCC	0.5	-7	-9	-2	-6	5	-4	7	-26
48	Cc1cc(C(=O)N/N=C2\CC(=O)c3ccccc32)c(C)n1-c1ccc(F)cc1	-1.0	3	-12	-6	7	1	2	23	-16
49	CCCCCOc1ccc(NC(=O)C(=O)NCC2CCCN2CC)cc1 (stereo not drawn)	0.2	0	-4	1	-7	2	-9	-14	8
50	O=C(Nc1ccccc1NC(=O)c1ccc(F)cc1)c1ccc(F)cc1	3.7	-7	5	5	0	1	-1	4	-9

Reprinted from above, 9 compounds:
item	canonical_smiles	CRFBP-R2 agonist	CHRM4 antagonist	M4 PAM	CHRM5 antagonist	M5 PAM	M4 ag	M5 ag	CHRM1 PAM	M1 antag
42	Cc1ccc(N2CC(C(=O)N3CCOCC3)CC2=O)cc1C (stereo not drawn)	0.4	0	7	4	-1	0	-2	4	-4
43	O=C(Nc1ccc(OCc2ccccc2Cl)cc1)c1cccnc1	0.1	0	-10	3	-11	10	-1	1	3
44	COc1ccc(/C=C/C(=O)Nc2cc(C)on2)cc1	-3.6	4	-3	0	2	1	0	1	-4
45	CCn1nc2cc(C(=O)NCc3cc(C(F)(F)F)cc(C(F)(F)F)c3)ccc2c1OC	-0.3	10	1	16	-6	2	-5	-2	-5
46	C/C(=N/Nc1nc(C)c(C)s1)c1cccc([N+](=O)[O-])c1	1.6	3	-5	6	-8	1	-3	4	-7
47	CCCCc1nc2ccccc2c(NC(=O)CN(CC)CC)c1CCC	0.5	-7	-9	-2	-6	5	-4	7	-26
48	Cc1cc(C(=O)N/N=C2\CC(=O)c3ccccc32)c(C)n1-c1ccc(F)cc1	-1.0	3	-12	-6	7	1	2	23	-16
49	CCCCCOc1ccc(NC(=O)C(=O)NCC2CCCN2CC)cc1 (stereo not drawn)	0.2	0	-4	1	-7	2	-9	-14	8
50	O=C(Nc1ccccc1NC(=O)c1ccc(F)cc1)c1ccc(F)cc1	3.7	-7	5	5	0	1	-1	4	-9
